TcdB GH inh: inhibitors of Clostridioides difficile toxin B glycohydrolase; P18177; TcdB glycohydrolase enzymatic assay, plate reader; inhibition, % at 9.99 µM; actives 0.24% (n = 350,000); AID 652162; in the data active means inhibition above about 10%
VHR inh abs: inhibitors of human VHR1 phosphatase (DUSP3); actives 0.52% (n = 290,000); P51452; recombinant VHR phosphatase, pNPP absorbance; AID 1654; inhibition, % at 13.3 µM; in the data active means inhibition above about 50%; further: some compounds called inactive have numbers as strong as hits
Target sequence (P51452 whole entry, looked up): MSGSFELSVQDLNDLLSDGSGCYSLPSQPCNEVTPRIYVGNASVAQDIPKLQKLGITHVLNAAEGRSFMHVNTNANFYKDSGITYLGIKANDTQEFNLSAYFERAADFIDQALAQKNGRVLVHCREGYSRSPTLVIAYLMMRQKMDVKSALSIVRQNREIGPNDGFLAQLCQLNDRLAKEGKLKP
SARS 3CLpro inh: SARS-CoV 3CLpro protease inhibition; P0C6X7; recombinant SARS-CoV 3CLpro, quenched FRET peptide cleavage; inhibition, % at 6 µM; actives 0.14% (n = 290,000); AID 1706; in the data active means inhibition above about 12%
BH1578 lux ind: induces V. cholerae light production without autoinducers; V. cholerae BH1578 lux reporter, luminescence, 6 h; activation, % at 18.7 µM; actives 0.16% (n = 350,000); AID 588436; in the data active means activation mostly above about 9.7%, no sharp cut-off; further: not every result past the cut was called active; inactives centre near 0; reference of the scale not given here
Rv3671c inh: inhibits the M. tuberculosis serine protease Rv3671c; actives 0.048% (n = 320,000); P9WHR9; inhibition, % at 5.96 µM; in the data active means inhibition above about 38%;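 further: extracellular domain of Rv3671c used as enzyme; 0% = enzyme with DMSO and 100% = no enzyme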
Target sequence (P9WHR9 whole entry, looked up, the tested form may be a part): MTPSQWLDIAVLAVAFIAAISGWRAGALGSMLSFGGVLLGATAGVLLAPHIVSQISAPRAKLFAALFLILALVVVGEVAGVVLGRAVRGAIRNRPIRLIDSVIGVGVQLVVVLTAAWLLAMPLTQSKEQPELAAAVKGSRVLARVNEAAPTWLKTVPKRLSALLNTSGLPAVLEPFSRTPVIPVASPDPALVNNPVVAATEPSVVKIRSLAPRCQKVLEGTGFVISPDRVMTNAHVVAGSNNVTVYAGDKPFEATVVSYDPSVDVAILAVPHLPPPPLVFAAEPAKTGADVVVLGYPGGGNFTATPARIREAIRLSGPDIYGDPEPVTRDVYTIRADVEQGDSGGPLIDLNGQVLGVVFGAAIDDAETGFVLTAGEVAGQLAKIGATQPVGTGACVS
CCHF vOTU inh: blocks the CCHF virus ovarian tumor domain protease. CCHFV vOTU protease, Pep-AMC fluorescence. inhibition, % at 11.5 µM. actives 0.55% (n = 370,000). AID 651958; in the data active means inhibition above about 30%; further: 0% = vehicle wells with enzyme and 100% = no enzyme wells
MazF activator: activators of E. coli MazEF toxin-antitoxin RNase; P0AE70; FAM/BHQ RNA-DNA oligo cleavage fluorescence, 5 h; activation, % at 20 µM; actives 0.32% (n = 350,000); in the data active means activation above about 50%
Target sequence (P0AE70 whole entry, looked up): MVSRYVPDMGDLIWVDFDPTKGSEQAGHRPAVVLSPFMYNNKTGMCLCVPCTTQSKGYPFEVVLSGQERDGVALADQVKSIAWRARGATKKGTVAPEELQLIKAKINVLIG
PrPC TRFRET: inhibitors of human cell surface prion protein PrPC; P04156; TR-FRET read-out; inhibition, % at 13.8 µM; actives 0.43% (n = 370,000); AID 720596; in the data active means inhibition above about 24%; further: 0% = median of the test wells and 100% = reference compound wells
Yp Topo-I inh: blocks Yersinia pestis topoisomerase I activity; Y. pestis Topo-I cleavage product accumulation, plate reader; activity, % at 10 µM; actives 0.064% (n = 360,000); AID 504884; in the data active means activity above about 50%, passing the limit was not always enough; further: inactives centre near 2
PriA SSB inh: inhibitors of Klebsiella pneumoniae PriA binding to SSB C-terminal tail. inhibition, % at 33 µM. actives 0.6% (n = 430,000). AlphaScreen SSBct-PriA binding, biotinylated peptide; in the data active means inhibition mostly above about 37%, no sharp cut-off; inactive means mostly below about 20%;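 further: plate controls were negative control peptide for no effect and reference peptide for full effect; strong numbers were not always called active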
Active calls of the source: *; & = joins results of further samples. This is a subset; rates above refer to the full screens.

For O=C(N/N=C/c1ccc(OCC(=O)N2CCCCC2)cc1)c1ccccc1O the results were VHR inh abs 30, SARS 3CLpro inh -2, BH1578 lux ind 0.9, Rv3671c inh -5, CCHF vOTU inh 14, MazF activator -1, PrPC TRFRET 3 and Yp Topo-I inh 4.
`CN(Cc1nccs1)C(=O)c1ccc(OC2CCN(CCc3ccccc3)CC2)cc1` gave TcdB GH inh 0.2, VHR inh abs 10, SARS 3CLpro inh 1, BH1578 lux ind -1.0, Rv3671c inh 6, CCHF vOTU inh 9, MazF activator 5, PrPC TRFRET -1, Yp Topo-I inh 24 and PriA SSB inh -12.
Screening CC(=O)Oc1ccc(C(=O)Nc2ccc(C3(C#N)CCCC3)cc2)cc1 returned TcdB GH inh 0.3, VHR inh abs -8, SARS 3CLpro inh 0, BH1578 lux ind -0.7, Rv3671c inh -12, CCHF vOTU inh 0, MazF activator -2, PrPC TRFRET 10, Yp Topo-I inh 4 and PriA SSB inh -12.
For COc1cc(OC)cc(C(=O)N[C@H](C(=O)OCC(=O)N2CCc3ccccc32)C(C)C)c1 the results were TcdB GH inh -2.0, VHR inh abs 13, SARS 3CLpro inh 4, BH1578 lux ind inactive, Rv3671c inh -3, CCHF vOTU inh -2, MazF activator 13, PrPC TRFRET 3, Yp Topo-I inh 22 and PriA SSB inh -2.
`CCOC(=O)C(Cc1ccccc1)NC(=O)CCC(=O)c1ccc(OC)cc1` (stereo unspecified) gave TcdB GH inh 1.1, VHR inh abs -1, SARS 3CLpro inh -6, BH1578 lux ind -0.9, Rv3671c inh -13, CCHF vOTU inh 13, MazF activator 6, PrPC TRFRET 4, Yp Topo-I inh 10 and PriA SSB inh -6.
For COCCn1cc(C(=O)c2ccccc2OCC(=O)Nc2cc(C)on2)cc(C#N)c1=O the results were VHR inh abs -1, SARS 3CLpro inh 1, BH1578 lux ind inactive, Rv3671c inh -4, CCHF vOTU inh 10, MazF activator 2, PrPC TRFRET -2, Yp Topo-I inh -6 and PriA SSB inh -18.
`CCC(=O)NC1(C(F)(F)F)C(=O)Nc2c1c(=O)n(C)c(=O)n2C` (stereo unspecified) gave VHR inh abs 0, SARS 3CLpro inh 0, BH1578 lux ind inactive, Rv3671c inh -16, CCHF vOTU inh 4, MazF activator -2, PrPC TRFRET -6, Yp Topo-I inh -3 and PriA SSB inh -3.
For N#Cc1nc(COc2ccccc2)oc1N1CCCC1 the results were VHR inh abs 21, SARS 3CLpro inh 5, BH1578 lux ind inactive, Rv3671c inh -2, CCHF vOTU inh 8, MazF activator -5, PrPC TRFRET 2, Yp Topo-I inh 9 and PriA SSB inh 14.
For C/C(=N/NC(=O)c1cccs1)c1ccco1 the results were TcdB GH inh -0.2, VHR inh abs 8, SARS 3CLpro inh 4, BH1578 lux ind -0.3, Rv3671c inh 3, CCHF vOTU inh 0, MazF activator 3, PrPC TRFRET 0 and Yp Topo-I inh 2.
Screening O=C(/C=C/c1ccc(F)cc1)NC(=S)N1CCN(Cc2ccccc2)CC1 returned TcdB GH inh 0.1, VHR inh abs 5, SARS 3CLpro inh 0, BH1578 lux ind 1.5, Rv3671c inh -6, CCHF vOTU inh -7, MazF activator 2, PrPC TRFRET -6, Yp Topo-I inh 12 and PriA SSB inh 10.
Screening CNCc1ccc(OCc2ccccc2)c(OC)c1 returned VHR inh abs -4, SARS 3CLpro inh 0, BH1578 lux ind inactive, Rv3671c inh -1, CCHF vOTU inh -10, MazF activator 5, PrPC TRFRET -3, Yp Topo-I inh 1 and PriA SSB inh -20.
Screening CC(C)NC(=S)n1cc(C(=O)c2cc(Cl)cc(Cl)c2O)cn1 returned TcdB GH inh -0.5, VHR inh abs 14, SARS 3CLpro inh 1, BH1578 lux ind -0.2, Rv3671c inh 10, CCHF vOTU inh 3, MazF activator 6, PrPC TRFRET 41*, Yp Topo-I inh -5 and PriA SSB inh -5.
Screening Cc1ccc2[nH]c(=O)c(-c3noc(CC(C)C)n3)cc2c1 returned TcdB GH inh 0.5, VHR inh abs 18, SARS 3CLpro inh 3, BH1578 lux ind -2.3, Rv3671c inh -2, CCHF vOTU inh -17, MazF activator 3, PrPC TRFRET 1, Yp Topo-I inh 4 and PriA SSB inh -10.
Screening COc1ccc(C2=CN(Cc3ccccc3)CCC2=O)cc1 returned TcdB GH inh 1.8, BH1578 lux ind -1.0, Rv3671c inh 6, CCHF vOTU inh 6, MazF activator -14, PrPC TRFRET 0, Yp Topo-I inh 1 and PriA SSB inh -2.
Cc1c(NC(=O)COC(=O)/C=C/c2cccc(F)c2)c(=O)n(-c2ccccc2)n1C was read as TcdB GH inh -0.6, BH1578 lux ind -0.7, CCHF vOTU inh 0, MazF activator -4, PrPC TRFRET 3 and Yp Topo-I inh -3.
COc1ccc(NC(=O)C(C)NS(=O)(=O)c2ccccc2)cc1Cl (stereo unspecified) was read as VHR inh abs 1, SARS 3CLpro inh 4, BH1578 lux ind -8.3, Rv3671c inh -6, CCHF vOTU inh 0, MazF activator 0, PrPC TRFRET 0, Yp Topo-I inh -1 and PriA SSB inh -9.
For CCCCn1c(N)c(N(CC(C)C)C(=O)CC(NC(=O)c2ccccc2Cl)c2ccccc2)c(=O)[nH]c1=O (stereo unspecified) the results were TcdB GH inh 0.9, BH1578 lux ind -0.5, CCHF vOTU inh 7, MazF activator -6, PrPC TRFRET 9 and Yp Topo-I inh 1.
`COC(=O)C1=C(C)N(c2cccc3ccccc23)C(=O)C1` gave VHR inh abs -12, SARS 3CLpro inh -2, BH1578 lux ind -0.3, Rv3671c inh -12, CCHF vOTU inh -5, MazF activator 0, PrPC TRFRET 3, Yp Topo-I inh 12 and PriA SSB inh 11.
For Cc1ccc(-c2nnn(CC(=O)NCCc3ccc4c(c3)OCO4)n2)cc1 the results were TcdB GH inh 0.6, VHR inh abs 13, SARS 3CLpro inh 1, BH1578 lux ind -2.0, Rv3671c inh 5, CCHF vOTU inh -3, MazF activator -3, PrPC TRFRET 0, Yp Topo-I inh -2 and PriA SSB inh -4.
`COC(=O)c1ccccc1NC(=O)Cn1nnc(-c2ccc3c(c2)OCO3)n1` gave TcdB GH inh 0.6, VHR inh abs 21, SARS 3CLpro inh 1, BH1578 lux ind -0.3, Rv3671c inh 0, CCHF vOTU inh -6, MazF activator -38, PrPC TRFRET 2, Yp Topo-I inh 14 and PriA SSB inh -11.

Already shown: entries from further up.
`COC(=O)C1=C(C)N(c2cccc3ccccc23)C(=O)C1` gave VHR inh abs -12, SARS 3CLpro inh -2, BH1578 lux ind -0.3, Rv3671c inh -12, CCHF vOTU inh -5, MazF activator 0, PrPC TRFRET 3, Yp Topo-I inh 12 and PriA SSB inh 11.
For Cc1ccc(-c2nnn(CC(=O)NCCc3ccc4c(c3)OCO4)n2)cc1 the results were TcdB GH inh 0.6, VHR inh abs 13, SARS 3CLpro inh 1, BH1578 lux ind -2.0, Rv3671c inh 5, CCHF vOTU inh -3, MazF activator -3, PrPC TRFRET 0, Yp Topo-I inh -2 and PriA SSB inh -4.
`COC(=O)c1ccccc1NC(=O)Cn1nnc(-c2ccc3c(c2)OCO3)n1` gave TcdB GH inh 0.6, VHR inh abs 21, SARS 3CLpro inh 1, BH1578 lux ind -0.3, Rv3671c inh 0, CCHF vOTU inh -6, MazF activator -38, PrPC TRFRET 2, Yp Topo-I inh 14 and PriA SSB inh -11.

The list goes on:
Screening N#CCCN(C(=O)COC(=O)Cc1ccc(Br)cc1)c1ccccc1 returned TcdB GH inh 0.5, VHR inh abs 10, SARS 3CLpro inh 8, BH1578 lux ind inactive, Rv3671c inh -1, CCHF vOTU inh 4, MazF activator -37, PrPC TRFRET -1, Yp Topo-I inh -8 and PriA SSB inh -16.
Screening O=C(/C=C/c1ccccc1)OCC(=O)N1CCN(c2ccccc2)CC1 returned TcdB GH inh 3.3, BH1578 lux ind -0.9, Rv3671c inh 0, CCHF vOTU inh -7, MazF activator 2, PrPC TRFRET -2, Yp Topo-I inh 1 and PriA SSB inh 1.
Cc1nnc(SCC(=O)NCc2ccc3c(c2)OCO3)n1C was read as TcdB GH inh 0.5, VHR inh abs -5, SARS 3CLpro inh -2, BH1578 lux ind -1.6, Rv3671c inh -1, CCHF vOTU inh -6, MazF activator -2, PrPC TRFRET -3, Yp Topo-I inh 1 and PriA SSB inh -12.
C[C@H](CO)N1C[C@H](C)[C@@H](CN(C)S(=O)(=O)c2ccc(F)cc2)Oc2ccc(NC(=O)CCC(F)(F)F)cc2C1=O was read as TcdB GH inh -0.2&-0.3, BH1578 lux ind -4.0, Rv3671c inh -6, CCHF vOTU inh -1, MazF activator 7, PrPC TRFRET -7, Yp Topo-I inh 25 and PriA SSB inh -22.
`O=S(=O)(Nc1ccc2c(c1)nc1n2CCOC1)c1ccc(Cl)cc1` gave VHR inh abs -1, SARS 3CLpro inh -1, BH1578 lux ind -4.2, Rv3671c inh -6, CCHF vOTU inh 1, MazF activator 4, PrPC TRFRET 13, Yp Topo-I inh -10 and PriA SSB inh -2.
Screening CCCCc1ncc(CN2CCC(n3nccc3NC(=O)c3ccccc3OC)CC2)[nH]1 returned TcdB GH inh -0.5, VHR inh abs 25, SARS 3CLpro inh -1, BH1578 lux ind -0.4, Rv3671c inh -1, CCHF vOTU inh -2, MazF activator 3, PrPC TRFRET -4, Yp Topo-I inh 10 and PriA SSB inh 5.
Screening O=C(Nc1nnc(S(=O)(=O)N2CCCCCC2)s1)c1ccccc1Cl returned TcdB GH inh -0.4, VHR inh abs 6, SARS 3CLpro inh 1, BH1578 lux ind -0.2, Rv3671c inh -1, CCHF vOTU inh 0, MazF activator -3, PrPC TRFRET 5, Yp Topo-I inh 2 and PriA SSB inh -6.
Screening Cc1cc(C)c(N(C(=O)c2csnn2)C(C(=O)NC(C)(C)C)c2ccncc2)c(C)c1 (stereo unspecified) returned TcdB GH inh -0.1, VHR inh abs -23, SARS 3CLpro inh -2, BH1578 lux ind -0.4, Rv3671c inh 1, CCHF vOTU inh -4, MazF activator 11, PrPC TRFRET 8, Yp Topo-I inh -1 and PriA SSB inh -14.
For Cc1ccc(C)c(NC(=O)c2ccc(S(=O)(=O)C(F)F)cc2)c1 the results were VHR inh abs 6, SARS 3CLpro inh -1, BH1578 lux ind inactive, Rv3671c inh 2, CCHF vOTU inh 5, MazF activator -1, PrPC TRFRET 6, Yp Topo-I inh 3 and PriA SSB inh -21.
CC(C)OC(=O)CSc1nnc(-c2ccccc2)n1N was read as VHR inh abs 44, SARS 3CLpro inh -1, Rv3671c inh 3, CCHF vOTU inh 2, MazF activator 1, PrPC TRFRET -3, Yp Topo-I inh 9 and PriA SSB inh -12.
For Cc1nn(-c2nc3ccccc3[nH]2)c(=O)c2ccccc12 the results were TcdB GH inh 1.1, VHR inh abs 14, SARS 3CLpro inh 0, BH1578 lux ind -0.8, Rv3671c inh 6, CCHF vOTU inh -12, MazF activator 9, PrPC TRFRET 2, Yp Topo-I inh -16 and PriA SSB inh -4.
CC(C)(C)NC(=O)COC(=O)c1ccc(S(=O)(=O)N2CCCC2)cc1 was read as TcdB GH inh 0.9, VHR inh abs 22, SARS 3CLpro inh 1, BH1578 lux ind inactive, Rv3671c inh 3, CCHF vOTU inh -5, MazF activator 23, PrPC TRFRET 7, Yp Topo-I inh 4 and PriA SSB inh -7.
O=C(O)CCN1CCc2ccccc21 was read as VHR inh abs 2, SARS 3CLpro inh -7, BH1578 lux ind 0.3, Rv3671c inh -9, CCHF vOTU inh 9, MazF activator 1, PrPC TRFRET 0, Yp Topo-I inh -11 and PriA SSB inh 15.
For CN1CCN(S(=O)(=O)c2cccc(C(=O)N(C)CC(=O)Nc3ccc(F)c(F)c3F)c2)CC1 the results were TcdB GH inh 2.7, BH1578 lux ind -0.4, Rv3671c inh 2, CCHF vOTU inh -13, MazF activator 3, PrPC TRFRET 0, Yp Topo-I inh -5 and PriA SSB inh -5.
For C[C@@H](C(=O)Nc1cc(C(F)(F)F)ccc1N1CCOCC1)N1C(=O)C2CC=CCC2C1=O (stereo partly specified) the results were TcdB GH inh 2.2, BH1578 lux ind inactive, CCHF vOTU inh 2, MazF activator 3, PrPC TRFRET 6, Yp Topo-I inh -1 and PriA SSB inh -3.
